Keap1 Nrf2 FP: Keap1-Nrf2 (human) interaction inhibition; Q14145; Keap1 Kelch-Nrf2 peptide fluorescence polarization, 1536-well; inhibition, % at 9.4 µM; actives 0.15% (n = 340,000); in the data active means inhibition above about 12%;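 further: human Keap1 Kelch domain with fluorescein labeled Nrf2 9mer peptide probe; 0% = neutral control wells and 100% = peptide positive control; higher means more block of Keap1 binding to Nrf2 peptide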
Target sequence (Q14145 whole entry, looked up, the tested form may be a part): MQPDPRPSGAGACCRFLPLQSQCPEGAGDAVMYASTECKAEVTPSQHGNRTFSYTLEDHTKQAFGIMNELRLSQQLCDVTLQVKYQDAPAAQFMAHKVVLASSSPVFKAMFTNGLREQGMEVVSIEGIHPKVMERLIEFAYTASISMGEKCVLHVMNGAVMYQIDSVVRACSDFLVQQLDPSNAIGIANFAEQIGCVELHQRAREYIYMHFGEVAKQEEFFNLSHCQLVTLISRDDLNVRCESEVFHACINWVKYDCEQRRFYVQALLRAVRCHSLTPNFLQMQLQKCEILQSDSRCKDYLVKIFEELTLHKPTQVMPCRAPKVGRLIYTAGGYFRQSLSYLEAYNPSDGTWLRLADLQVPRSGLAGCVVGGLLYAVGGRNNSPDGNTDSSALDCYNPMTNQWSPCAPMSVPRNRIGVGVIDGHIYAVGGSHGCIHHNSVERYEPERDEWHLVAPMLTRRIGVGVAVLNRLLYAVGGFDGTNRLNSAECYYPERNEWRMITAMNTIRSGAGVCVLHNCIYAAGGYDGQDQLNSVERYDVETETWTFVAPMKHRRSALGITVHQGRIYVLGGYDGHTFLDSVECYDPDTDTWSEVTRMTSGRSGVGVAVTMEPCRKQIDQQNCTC
PKA-R2B activ: PKA-R2B complex activation; PKA-R2B holoenzyme dissociation, Cy5-IP20 fluorescence polarization; R2B truncated from residue 108, S112A mutant; 0% DMSO only, 100% 113 µM cGMP; activation, % at 11.4 µM; actives 0.079% (n = 340,000); AID 504700;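 active means activation above a cutoff set at the mean over all compounds plus 3 SD, cut at about 18% in these data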;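 further: higher means more holoenzyme dissociation and a rise in polarization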
SR-BI DiI-HDL act: SR-BI HDL lipid transfer activation | activation, % at 12.5 µM | CHO ldlA[mSR-BI] cells, DiI-HDL uptake fluorescence, 3 h; 100 = double the neutral-control signal | actives 0.096% (n = 320,000);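 active means mean replicate activation of at least 60% and every replicate at or above 60%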;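 further: 0% = median plate neutral-control signal and 100% = twice that signal; values of inactives mirror those of a sister screen read the other way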
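System: LDL receptor-deficient CHO ldlA cells overexpressing murine SR-BI | Timing: 3 h uptake period with compound, 37 °C | Medium: HEPES-buffered (25 mM, pH 7.4) F12 plus 0.5% BSA | Dosing: Single-point compound dose | Signal: Bottom-read fluorescence, 550/595 nm | Read-out: Retained DiI signal reflecting DiI-HDL uptake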
Rtt109 Vps75: blocks Candida albicans Rtt109/Vps75 acetyltransferase activity; purified Rtt109/Vps75, ThioGlo CoA-SH fluorescence, 4 h; AID 540336; Q5AAJ8; inhibition, % at 34.9 µM; actives 0.16% (n = 330,000);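 active means inhibition of at least 50% in every replicate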
Target sequence (Q5AAJ8 whole entry, looked up): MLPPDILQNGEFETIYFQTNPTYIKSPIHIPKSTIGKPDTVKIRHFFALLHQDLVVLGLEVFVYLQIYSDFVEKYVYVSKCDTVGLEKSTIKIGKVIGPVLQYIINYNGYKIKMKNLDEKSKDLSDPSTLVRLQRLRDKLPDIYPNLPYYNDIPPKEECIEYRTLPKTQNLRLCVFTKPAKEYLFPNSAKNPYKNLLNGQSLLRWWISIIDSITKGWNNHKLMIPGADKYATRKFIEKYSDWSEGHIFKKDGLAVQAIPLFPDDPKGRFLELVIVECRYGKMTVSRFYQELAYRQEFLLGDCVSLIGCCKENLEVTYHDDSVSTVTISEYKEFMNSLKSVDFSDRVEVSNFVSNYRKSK
DAGLB inhibitor: blocks human DAGLB lipase activity | Q8NCG7 | actives 0.059% (n = 340,000) | HEK293T DAGLB membrane lysate, EnzChek fluorogenic substrate | inhibition, % at 5.17 µM; in the data active means inhibition above about 34%;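 further: 0% = enzyme with vehicle and 100% = wells lacking enzyme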
LANA DNA inh: inhibitors of KSHV LANA C-terminal domain DNA binding | MBP-C-LANA/FAM-LBS DNA binding, fluorescence polarization | inhibition, % at 9 µM | actives 0.078% (n = 340,000);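 active means highest replicate inhibition at or above 60% at 9 µM, even if other replicates fall short; inactive means all replicates below 60% inhibition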;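 further: 0% = neutral control wells and 100% = 4 µM acridine orange control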
CAL PDZ FP-1: blocks peptide binding to the human CAL PDZ domain. AID 602252. purified CAL PDZ, TMR-peptide fluorescence polarization, 1 h. actives 0.92% (n = 300,000). inhibition, % at 24.9 µM. Q9HD26;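 active means mean inhibition of at least 30% with at least half of replicates also reaching 30%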;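 further: 0% = DMSO neutral control and 100% = excess unlabeled competitor peptide PRC23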
Cardiac RTF inh: cardiac RTF calcium desensitization; inhibition, % at 7.15 µM; P19429+P45379; actives 0.12% (n = 340,000); IANBD-labeled cardiac RTF, Ca2+ fluorescence;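 active means inhibition above the mean inhibition of all tested compounds plus 3 SD, cut at about 17% in these data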;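 further: assay run at fixed EC70 calcium of 1.6 mM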
CAL PDZ FP-2: inhibitors of human CAL PDZ peptide binding. actives 0.02% (n = 330,000). purified CAL PDZ, TMR-peptide fluorescence polarization, 1 h. inhibition, % at 20 µM. AID 504414. Q9HD26;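 active means highest replicate inhibition of at least 40%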;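 further: plate controls were DMSO neutral control wells for no effect and unlabeled competitor peptide control wells for full effect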
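System: purified tagged CAL PDZ domain construct (CerCALP). Schedule: 1 h incubation at room temperature before polarization reading. Medium: 25 mM sodium phosphate pH 7.4, 150 mM NaCl, TCEP, IgG, Thesit. Read-out: percent inhibition from loss of millipolarization. Measured by: FP readout, S and P plane fluorescence. Probe or stimulus: fluorescent TMR peptide probe.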
RTF Ca sens act: increases calcium sensitivity of human cardiac regulated thin filaments. P19429+P45379. IANBD-labeled TnC RTF fluorescence at EC20 calcium; 0% EC20 calcium, 100% full calcium. activation, % at 7.2 µM. actives 0.24% (n = 340,000). AID 493008;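 active means activation above the mean over all tested compounds plus 3 SD, cut at about 30% in these data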;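 further: rise in fluorescence read as greater calcium sensitivity of cardiac thin filaments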
Numbers without * were called inactive; x = no result given.

SMILES	Keap1 Nrf2 FP	PKA-R2B activ	SR-BI DiI-HDL act	Rtt109 Vps75	DAGLB inhibitor	LANA DNA inh	CAL PDZ FP-1	Cardiac RTF inh	CAL PDZ FP-2	RTF Ca sens act
Cc1ccc(S(=O)(=O)N2CCCC2CNC(=O)C(=O)NC2CCCC2)cc1 (stereo not given)	-2	6	2	2	1	-2.4	2	-7	0.4	-2
O=S(=O)(Nc1ccc2[nH]ncc2c1)c1ccccc1Cl	-1	-6	0	-28	-1	1.0	-5	-3	-0.4	-12
COc1ccccc1N1CCN(C(c2ccc(Cl)cc2)c2nnnn2C(C)(C)C)CC1 (stereo not given)	-3	0	-50	8	-4	-0.3	x	-3	-0.6	0
O=C(Nc1cccc(C(=O)Nc2cccc(C(F)(F)F)c2)c1)c1ccc(=O)[nH]c1	-4	-11	-11	-11	0	-0.8	-2	0	-2.8	5
CCOC(=O)c1sc(/N=C/N(C)C)nc1C	-3	3	-4	4	0	-1.6	-1	-7	-0.3	3
COc1ccccc1NC(=O)N(CCN1CCOCC1)Cc1cc2cc(C)cc(C)c2[nH]c1=O	4	-1	-5	2	0	-1.3	-6	-15	-1.0	2
Cc1cccc(C)c1OCC(=O)Nc1ccccc1C(F)(F)F	-4	3	-3	-10	-9	-0.2	-4	-7	-0.2	6
Cc1ccc(-n2c(-c3cnccn3)n[nH]c2=S)c(Br)c1	-1	7	18	-4	-1	-1.6	-3	1	-0.3	-2
O=C(CN1CCCc2ccccc21)N/N=C/c1ccc(O)cc1O	-2	-9	24	9	-2	-0.2	-6	1	0.1	0
COc1ccc(OC)c(C(=O)COC(=O)c2cccnc2SC)c1	-5	-6	-32	0	-9	0.1	35*	-1	-1.9	-3
COc1ccc(C2CC(c3ccccc3OC(C)=O)=NN2C(C)=O)cc1 (stereo not given)	-7	2	-21	-5	1	0.9	91*	-18	-1.3	1
CC(NS(=O)(=O)c1ccc2c(c1)C(C)(C)C(=O)N2C)c1ccccc1 (stereo not given)	-3	3	10	-4	2	-0.6	x	-4	0.1	1
Cc1cccn2c(CNC3CCCc4ccccc43)c(C(=O)N3CCCCC3)nc12 (stereo not given)	-2	-8	2	2	-4	1.0	-4	-10	-5.1	0
COc1ccc(NC(=O)Cn2c3ccccc3c3nc4n(c(=O)c32)CCS4)cc1OC	3	-3	-4	4	-2	-0.9	-4	-3	-2.5	-5
CCN(C(=O)c1ccc(N2CC3CC(C2)c2cccc(=O)n2C3)c(NC(=O)c2ccncc2)c1)c1cccc(C)c1 (stereo not given)	-8	-9	3	16	-5	2.2	0	-2	-2.5	0

Next part, starting with the last 5 of the part before.
SMILES	Keap1 Nrf2 FP	PKA-R2B activ	SR-BI DiI-HDL act	Rtt109 Vps75	DAGLB inhibitor	LANA DNA inh	CAL PDZ FP-1	Cardiac RTF inh	CAL PDZ FP-2	RTF Ca sens act
COc1ccc(C2CC(c3ccccc3OC(C)=O)=NN2C(C)=O)cc1 (stereo not given)	-7	2	-21	-5	1	0.9	91*	-18	-1.3	1
CC(NS(=O)(=O)c1ccc2c(c1)C(C)(C)C(=O)N2C)c1ccccc1 (stereo not given)	-3	3	10	-4	2	-0.6	x	-4	0.1	1
Cc1cccn2c(CNC3CCCc4ccccc43)c(C(=O)N3CCCCC3)nc12 (stereo not given)	-2	-8	2	2	-4	1.0	-4	-10	-5.1	0
COc1ccc(NC(=O)Cn2c3ccccc3c3nc4n(c(=O)c32)CCS4)cc1OC	3	-3	-4	4	-2	-0.9	-4	-3	-2.5	-5
CCN(C(=O)c1ccc(N2CC3CC(C2)c2cccc(=O)n2C3)c(NC(=O)c2ccncc2)c1)c1cccc(C)c1 (stereo not given)	-8	-9	3	16	-5	2.2	0	-2	-2.5	0
COc1ccc(CCC(=O)NC(C)C)cc1	4	-9	-2	2	-1	-1.5	6	-1	-0.2	1
C/C(=N/NC(=O)C1CCCCC1)c1ccc([N+](=O)[O-])cc1	4	-3	-4	-3	3	0.6	-2	0	-3.2	-1
Cc1cccc(S(=O)(=O)c2c(N)n(/N=C/c3ccccc3)c3nc4ccccc4nc23)c1	-3	-3	-4	-5	-3	0.0	-2	3	0.6	-11
COC(=O)c1ccc(CN2CCN(CC=C(C)C)C(CCO)C2)cc1 (stereo not given)	-7	3	26	11	1	-0.9	-2	-2	0.7	9
COc1cc(OC)cc(C(=O)NCC2CCCN(Cc3cccc(C(C)=O)c3)C2)c1 (stereo not given)	-2	-2	-19	-4	-2	2.3	-6	-4	-0.6	1
O=C(CSc1ncnc2c1cnn2-c1ccc(F)cc1)NCC1CCCO1 (stereo not given)	-3	-4	5	-2	3	-0.5	-2	-6	-2.0	2
O=C(CCc1ccccc1)Nc1ncn[nH]1	3	-9	1	-12	-3	0.9	-4	3	-0.6	-2
Nc1ccc(C(=O)Nc2ccc(Nc3ccncc3)cc2)cc1	2	-3	6	-3	1	0.4	-1	-10	-2.3	7
Nc1nc(NCc2ccco2)nc(N2CCN(Cc3ccccc3)CC2)c1[N+](=O)[O-]	1	-1	5	15	1	1.2	-5	1	0.5	-4
COc1ccc(Cl)c2sc(N(CCN(C)C)C(=O)CCS(=O)(=O)c3ccc(C)cc3)nc12	-3	-1	34	1	1	-2.3	-6	-5	-3.6	-17
O=C(NCc1ccccc1CN1CCCC1)c1ccc(OCc2cscn2)cc1	-2	-3	x	1	-4	-1.5	-8	3	-2.6	-5
O=C(NCCc1ccncc1)Nc1ccc(Cl)cc1	-4	-4	8	-2	1	-2.3	-3	-5	-0.8	-7
COc1ccccc1C(=O)Nc1nnc(S(=O)(=O)N2CCC(C)CC2)s1	2	-10	37	9	-1	0.4	2	-2	-0.3	-1
CCCCn1cnc2c(Sc3c([N+](=O)[O-])ncn3C)nc(N)nc21	-1	8	-6	-3	0	1.9	-3	-9	0.3	2
CS(=O)(=O)Nc1ccc(C(=O)Nc2ccc3c(c2)OCO3)cc1	5	1	-2	1	1	1.0	-4	-5	0.8	4
CCOC(=O)c1c(NC(=O)C2=C(C)NC(=S)NC2c2ccccc2C(F)(F)F)sc(C)c1C (stereo not given)	-4	2	-38	-7	0	-3.6	-2	-8	-0.1	-2
CN1CCN(S(=O)(=O)c2cccs2)CC1	1	1	15	-4	0	0.1	0	4	x	-2
Cc1c([N+](=O)[O-])cc(C(=O)Oc2ccc(Br)cc2C(=S)N2CCCCC2)cc1[N+](=O)[O-]	9	-11	1	0	-2	1.7	-6	-7	0.5	3
O=C(NC(=S)N1CCN(c2ccccc2)CC1)c1ccc(S(=O)(=O)N2CCOCC2)cc1	2	6	x	-8	-1	0.6	6	-5	-0.2	1
O=C(c1ccc(S(=O)(=O)N2CCOCC2)cc1)N1CCN(c2cccc(Cl)c2)CC1	-3	4	-16	-9	5	2.0	1	-9	-1.3	6
COc1ccc(CN2CC(C(=O)NCCc3ccc(C)cc3)CC2=O)cc1 (stereo not given)	-6	-16	20	9	-1	-0.2	10	2	0.0	-9
S=c1[nH]nc(Cc2ccccc2)n1-c1ccccc1	-1	7	35	0	0	0.5	-4	-3	-0.6	6
CCCN(/C=N/c1sc2c(c1C#N)CCCCC2)CCC	-5	-5	-63	6	-17	-3.0	-1	-9	-1.2	2
CN1CCN(C(=O)c2ccc(CSc3ccc(Cl)cc3)cc2)CC1	3	1	-46	-4	-2	0.6	-3	-4	-1.6	-2
CCOC(=O)N1CCN(C(=O)C2CCC(=O)N(CCc3ccccc3)C2)CC1 (stereo not given)	0	7	12	-4	1	1.1	x	1	0.2	-2
Cc1cccc(OCC(=O)NNC(=O)c2ccc3nc[nH]c3c2)c1	0	1	23	2	0	1.3	x	-3	0.1	-5
COCCn1c(C)cc2c(c1=O)C(c1ccccc1F)C(C#N)=C(N)O2 (stereo not given)	-4	-2	-17	-10	-1	0.7	-6	-3	-0.5	-6
Cc1cc2nc(C)n(CCCNC(=O)Nc3cccc4ccccc34)c2cc1C	0	-1	-9	-2	-3	-2.3	x	-2	-0.3	-1
CCOc1ccc(C(=O)Nc2ccccc2N2CCCC2)cc1	-6	-6	-50	11	-4	1.7	-3	-7	-3.5	-3
O=C(COc1ncnc2cc([N+](=O)[O-])ccc12)NC1CCCCC1	-2	-4	x	-4	0	2.4	-5	-6	0.2	3

Entries listed so far that contain bromine (2):
SMILES	Keap1 Nrf2 FP	PKA-R2B activ	SR-BI DiI-HDL act	Rtt109 Vps75	DAGLB inhibitor	LANA DNA inh	CAL PDZ FP-1	Cardiac RTF inh	CAL PDZ FP-2	RTF Ca sens act
Cc1ccc(-n2c(-c3cnccn3)n[nH]c2=S)c(Br)c1	-1	7	18	-4	-1	-1.6	-3	1	-0.3	-2
Cc1c([N+](=O)[O-])cc(C(=O)Oc2ccc(Br)cc2C(=S)N2CCCCC2)cc1[N+](=O)[O-]	9	-11	1	0	-2	1.7	-6	-7	0.5	3

The results go on.
SMILES	Keap1 Nrf2 FP	PKA-R2B activ	SR-BI DiI-HDL act	Rtt109 Vps75	DAGLB inhibitor	LANA DNA inh	CAL PDZ FP-1	Cardiac RTF inh	CAL PDZ FP-2	RTF Ca sens act
COc1cccc(NC(=O)COc2cc(O)c3c(c2)OC(C)(C)CC3=O)c1	-2	8	-14	3	-8	2.8	-6	-1	-1.6	1
C#CCn1c(=NC(=O)c2sc3ccccc3c2Cl)sc2cc(S(N)(=O)=O)ccc21	-6	4	-24	1	4	-0.5	-5	0	-2.4	-3
COc1ccccc1NC(=S)N(Cc1ccc(Cl)cc1)CC1CCC(C(=O)O)CC1 (stereo not given)	-1	0	0	x	1	0.6	0	-19	-0.5	-5
CC(=O)N1CCc2cc(S(=O)(=O)NCCC(=O)NC3CCCc4ccccc43)ccc21 (stereo not given)	0	-8	-6	-3	-1	-0.4	3	0	x	-2
Cc1ccc(N2C(=O)/C(=C/c3ccco3)SC2=S)cc1	1	9	-3	3	-3	0.4	1	-7	-2.2	-3
Cc1occc1C(=O)NNC(=O)C1CCCC1	-5	9	7	1	-1	-0.9	-1	0	-2.5	-1
O=S(=O)(NCCc1ccccc1)c1cnc(Cl)c(Br)c1	-2	-6	5	0	-3	-2.2	0	1	-2.3	2

Already shown: an excerpt of the list.
SMILES	Keap1 Nrf2 FP	PKA-R2B activ	SR-BI DiI-HDL act	Rtt109 Vps75	DAGLB inhibitor	LANA DNA inh	CAL PDZ FP-1	Cardiac RTF inh	CAL PDZ FP-2	RTF Ca sens act
Cc1ccc(N2C(=O)/C(=C/c3ccco3)SC2=S)cc1	1	9	-3	3	-3	0.4	1	-7	-2.2	-3
Cc1occc1C(=O)NNC(=O)C1CCCC1	-5	9	7	1	-1	-0.9	-1	0	-2.5	-1
O=S(=O)(NCCc1ccccc1)c1cnc(Cl)c(Br)c1	-2	-6	5	0	-3	-2.2	0	1	-2.3	2

Screening data as filed in PubChem.
